Polio RdRp inh – inhibitors of poliovirus RNA polymerase binding and polymerization; P03300; poliovirus polymerase elongation, fluorescence polarization; stronger effect = lower value; % elongation, % (compound at 16.7 µg/mL); actives 0.66% (n = 150,000); in the data active = % elongation below about 90%; also: some results filed as inactive read as strong as hits
Target sequence (P03300 1749-2209 limits assumed): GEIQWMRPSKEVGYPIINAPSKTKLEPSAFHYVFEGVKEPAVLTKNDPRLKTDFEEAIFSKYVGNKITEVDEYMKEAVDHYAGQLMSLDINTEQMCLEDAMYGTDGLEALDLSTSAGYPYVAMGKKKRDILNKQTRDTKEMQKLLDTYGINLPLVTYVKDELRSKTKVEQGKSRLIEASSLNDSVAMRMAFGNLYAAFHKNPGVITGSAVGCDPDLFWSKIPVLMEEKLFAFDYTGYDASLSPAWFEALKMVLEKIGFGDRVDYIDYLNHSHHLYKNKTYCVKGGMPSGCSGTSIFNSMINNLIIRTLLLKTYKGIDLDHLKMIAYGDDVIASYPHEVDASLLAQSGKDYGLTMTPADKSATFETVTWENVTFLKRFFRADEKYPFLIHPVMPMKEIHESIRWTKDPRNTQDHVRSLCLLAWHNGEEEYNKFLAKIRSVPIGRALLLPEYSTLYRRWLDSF
Polio RdRp inh FP z-score – further read-out of Polio RdRp inh, marked with its call; z-score; measured here: FP z-score; hits read low
* = called active by the depositor.

SMILES | Polio RdRp inh | Polio RdRp inh FP z-score
CC(NC(=O)C1CCN(C(=O)c2ccc(-n3ccc4ccccc43)s2)CC1)c1ccccc1 (stereo not given) | 110 | 0.8
COc1ccccc1CNC(=O)c1ccc2c(c1)N(Cc1cccc(Cl)c1)C(=O)c1ccccc1S2(=O)=O | 104 | -0.3
O=C1CCC(C(=O)O)(c2ccccc2)C1 (stereo not given) | 105 | 0.2
COC(CN1C(=O)c2ccccc2C1=O)OC | 101 | -0.3
COc1ccc(CNC(=O)Cn2ccc3cc(S(=O)(=O)N4CCCCCC4)ccc32)cc1OC | 104 | -0.8
C=CCN1C(=O)/C(=C\c2cn(CCOc3ccccc3OC)c3ccccc23)SC1=S | 102 | 0.1
COc1ccc(CN(C(=O)Nc2ccc(C)c(F)c2)C2CCN(C(C)=O)CC2)cc1 | 106 | -0.6
COc1ccc(CCNc2nc(C)nc3c2nnn3Cc2ccccc2)cc1OC | 100 | -0.5
COC(=O)C(C#N)=C1CCCC1 | 100 | -0.4
O=C(NC(Cc1ccccc1)C(=O)N1CCCc2ccccc21)c1ccco1 (stereo not given) | 104 | 0.3
Cc1ccccc1OCC(=O)Nc1ccccc1OCc1cc(=O)n2ccccc2n1 | 110 | 0.9
O=C(Nc1ccnn1Cc1ccccc1)c1cccnc1SC(F)F | 103 | 0.1
CCOC(=O)c1cnc(SC(C)C(=O)N2CCCc3ccccc32)nc1N (stereo not given) | 102 | -0.4
Cc1ccc(-n2c(Cc3cccn3C)nnc2SCC(=O)N2CCN(c3ccccc3)CC2)cc1 | 101 | 0.1
CCOC(=O)c1cc(-c2ccc(OC)c(S(=O)(=O)N3CCc4ccccc43)c2)on1 | 102 | 0.6
COC(=O)C1=C(N)OC2=C(C(=O)CCC2)C1c1ccc(OCc2ccccc2F)cc1 (stereo not given) | 103 | 0.3
O=C(O)C1CCCCCN1 (stereo not given) | 102 | 0.8
CC(C)(C)C1=CC(C(C#N)C#N)c2ccccc2O1 (stereo not given) | 100 | -0.2
Cc1cccc(C)c1NC(=O)C1CCN(S(=O)(=O)c2ccccc2)CC1 | 100 | -0.4
O=C(Cc1noc2ccccc12)N1CCN(c2ccccc2)CC1 | 102 | -0.1
CCCS(=O)(=O)Nc1ccccc1C(=O)NCc1ccccc1 | 105 | 0.5
CN(c1ccccc1C(=O)O)S(=O)(=O)c1ccc2[nH]c(=O)[nH]c2c1 | 99 | -0.5
CN(C)NC(=S)NCc1ccc(F)cc1 | 107 | 0.3
CCN(CC)C(=O)c1ccc(CS(=O)(=O)c2ccccc2C)o1 | 99 | -0.9
CC1(C)Cc2c(cnn2-c2ccc(F)cc2)-c2nc3ccccc3nc21 | 106 | 0.2
Next results follow:
SMILES | Polio RdRp inh | Polio RdRp inh FP z-score
CCOC(=O)c1sc(NC(=O)CSC2=NN3CCCC(=O)N=C3S2)c(C(=O)OCC)c1C | 102 | 0.3
CCOC(=O)Cc1c(O)c2ccccc2[nH]c1=O | 100 | -1.1
CCC1C(=O)NN=C1C (stereo not given) | 107 | 1.8
Cc1cc(C)n2c(NC(C)C)c(-c3ccc(C)o3)nc2n1 | 102 | -0.2
O=C(Cn1c(=O)cnc2ccccc21)NC1CCCc2ccccc21 (stereo not given) | 119 | 2.3
Cc1cc(C(=O)COc2ncnc3ccccc23)c(C)n1C | 106 | 0.4
CCOC(=O)C1CCCN(S(=O)(=O)c2ccc3c(c2)N(C)C(=O)CC(=O)N3C)C1 (stereo not given) | 125 | 1.2
CC1(C)CC2CC(C)(CN2Cc2cccnc2)C1 (stereo not given) | 100 | 0
COCCNC(=O)CSc1nc(-c2ccc(F)cc2)[nH]c1-c1ccc(Cl)cc1 | 113 | 0.3
CC(C)(C)Nc1nc(OCC#N)nc(N2CCOCC2)n1 | 104 | 0.9
COc1ccc(OC)c(NC(=O)C2=C(C)C(=O)OC23CCN(C(C)C)CC3)c1 | 108 | 0.3
Nc1cc(=O)[nH]c(SCc2ccccc2CSc2nc(N)cc(=O)[nH]2)n1 | 101 | 0.3
O=C(CN1C2=NCCCN2c2ccccc21)c1ccco1 | 102 | 0.2
COC(=O)C1=C(C)NC(=O)/C1=C\c1cccc2ccccc12 | 102 | 0
O=S(=O)(c1ccc(-n2cnnn2)cc1)N1CCN(c2cccc(Cl)c2)CC1 | 106 | -0.2
CCCNS(=O)(=O)c1ccc2[nH]c(=O)[nH]c2c1 | 102 | 0
O=C(Cc1ccccc1)Nc1sc2c(c1C(=O)Nc1ccccc1Cl)CCCC2 | 85* | -3.2*
C/C(=N\NC(=S)NC1CCCCC1)c1ccc(O)cc1 | 92 | -1.2
O=c1oc2ccccc2cc1C1=NC(=S)NC(c2ccc3c(c2)OCO3)C1 (stereo not given) | 106 | 0.3
COc1ccc2nc(SCC(=O)NCC(F)(F)F)[nH]c2c1 | 105 | 0.3
NC(=O)c1c(NC(=O)c2noc3c2CCCC3)sc2c1CCCC2 | 69* | -5.4*
CCOC(=O)N1CCN(C(=O)Cn2nc(CC)n3c(cc4sc(C)cc43)c2=O)CC1 | 102 | 0.2
COc1ccc(CNC(=O)c2cccc(S(=O)(=O)N3CCN(C)CC3)c2)cc1 | 102 | 0.1
CC1(C)CC2(C)OC(=O)C(c3ccccc3)N2C(=S)N1 (stereo not given) | 102 | 0.3
O=C(c1cccn1-c1nnc(N2CCCC2)s1)N1CCN(c2ccccc2)CC1 | 108 | 0.2

Looked up by structure from the entries so far:
SMILES | Polio RdRp inh | Polio RdRp inh FP z-score
Cc1cc(C(=O)COc2ncnc3ccccc23)c(C)n1C | 106 | 0.4
CC1(C)CC2(C)OC(=O)C(c3ccccc3)N2C(=S)N1 (stereo not given) | 102 | 0.3
COCCNC(=O)CSc1nc(-c2ccc(F)cc2)[nH]c1-c1ccc(Cl)cc1 | 113 | 0.3
O=c1oc2ccccc2cc1C1=NC(=S)NC(c2ccc3c(c2)OCO3)C1 (stereo not given) | 106 | 0.3
Nc1cc(=O)[nH]c(SCc2ccccc2CSc2nc(N)cc(=O)[nH]2)n1 | 101 | 0.3

Remaining list, next part:
SMILES | Polio RdRp inh | Polio RdRp inh FP z-score
O=C(NCc1ccc2c(c1)CCN2C(=O)c1ccc(F)cc1)c1c(F)cccc1F | 109 | 0.6
O=c1oc2ccccc2c(Nc2ccccc2)c1CN1CCCCC1 | 103 | 0.4
Cc1cc(Br)ccc1OCCCN1C(=O)CCN1c1ccccc1 | 101 | 0.1
CC(C)Oc1cccc(NC(=O)Nc2ccccc2)c1 | 101 | -0.2
CCOc1ccc(CN(CCc2ccc3c(c2)OCO3)Cc2ccc(C)cc2)cc1 | 100 | -1.3
COc1ccccc1/C(O)=C/c1nc2cc3c(cc2[nH]c1=O)n(C)c(=O)n3C | 101 | -0.2
O=C1CN(C(=O)c2ccccc2C(=O)O)c2ccccc2N1 | 102 | 0
CCOC(=O)c1oc2ccccc2c1COC(=O)c1ccccn1 | 109 | 0.8
Cc1ccccc1NC(=O)CSc1nc2c(oc3ccccc32)c(=O)n1-c1ccccc1F | 101 | -1
Clc1cccc(N2CCN(c3nc4ccccc4n4cnnc34)CC2)c1 | 107 | 0.8
CC(C)(C)C(=O)CN1C(=O)c2ccccc2C1=O | 106 | 0.5
O=C(OCCN1CCOCC1)C(c1ccccc1)c1ccccc1 | 104 | 0
COc1ccc(-n2cc(-c3ccccc3)c3c(N4CCCC(C)C4)ncnc32)cc1 (stereo not given) | 112 | 0.8
CC(=C(CCOP(=O)(O)O)SC(=O)c1ccccc1)N(C=O)Cc1cnc(C)nc1N | 101 | 0.4
N#C/C(C(N)=O)=C1\Oc2c(cc(O)cc2-c2ccccc2)S1 | 99 | -0.3
O=C(O)c1ccccc1C(=O)NCc1ccccc1Cl | 102 | 0
CCCCn1c2c(c(=O)n(C)c1=O)C(c1ccc(OC)cc1)N1CCCCCC1=N2 (stereo not given) | 100 | -0.2
CCOC(=O)c1ccccc1NC(=O)CSc1cn(CC(=O)N2CCCCC2)c2ccccc12 | 121 | 0.6
COc1ccc(NC(=O)Cn2cnc3c(oc4ccccc43)c2=O)cc1OC | 107 | 0.2
CCOC(=O)c1cnn2c(NC(=O)c3c(Br)cnn3C)c(C#N)nnc12 | 101 | 0
CNC(=O)/C=C/c1ccc(S(=O)(=O)N2CCOCC2)cc1 | 97 | -0.7
CCCNC(=O)Cn1c(=O)n(C)c2ccccc21 | 101 | -0.1
N/N=C/c1ccc(S(=O)(=O)c2ccc(Cl)cc2)cc1 | 101 | 0
CC1=C(c2ccc(Cl)cc2)S(=O)(=O)N=C1N1CCC(C(=O)NCCc2ccco2)CC1 | 105 | 0
O=C(NC(=S)N1CCCC(C(F)(F)F)C1)c1ccc(F)cc1 (stereo not given) | 102 | 0

Six consecutive entries out of the list so far, quoted:
SMILES | Polio RdRp inh | Polio RdRp inh FP z-score
CCOC(=O)c1cnn2c(NC(=O)c3c(Br)cnn3C)c(C#N)nnc12 | 101 | 0
CNC(=O)/C=C/c1ccc(S(=O)(=O)N2CCOCC2)cc1 | 97 | -0.7
CCCNC(=O)Cn1c(=O)n(C)c2ccccc21 | 101 | -0.1
N/N=C/c1ccc(S(=O)(=O)c2ccc(Cl)cc2)cc1 | 101 | 0
CC1=C(c2ccc(Cl)cc2)S(=O)(=O)N=C1N1CCC(C(=O)NCCc2ccco2)CC1 | 105 | 0
O=C(NC(=S)N1CCCC(C(F)(F)F)C1)c1ccc(F)cc1 (stereo not given) | 102 | 0

(continued)
SMILES | Polio RdRp inh | Polio RdRp inh FP z-score
COc1ccccc1NC(=O)N(Cc1ccco1)C1CCN(C(C)=O)CC1 | 103 | 0
Cn1nc(N2CCN(S(=O)(=O)c3ccccc3)CC2)c(=O)n(C)c1=O | 103 | -0.2
Cc1ccc(CCNC(=O)CCSCc2ccc(Cl)cc2)cc1 | 112 | 0.3
COC(=O)c1ccc(NC(=O)CC2C(=O)N(c3ccc(F)cc3)C(=O)N2C2CCCC2)cc1 (stereo not given) | 99 | -0.5
O=C(COC(=O)c1ccc2c(c1)OCCO2)Nc1cccc(Cl)c1 | 102 | -0.1
CC(C)(C)c1nn2cnnc2n(NC(=O)Nc2cccc(Cl)c2)c1=O | 105 | 0.3
CCOc1ccc(-n2c(N)c3c(N)nc(N(CC)CC)c(C#N)c3c(C#N)c2=S)cc1 | 104 | 0.5
CCN1C(=O)c2ccccc2Sc2ccc(NC(=O)N3CCCCC3)cc21 | 104 | 0.4
COc1ccc(CNc2nc3nc(C)c(Cl)c(C)n3n2)cc1OC | 102 | -0.1
O=C(O)C1CC2C=CC1C21CC1 (stereo not given) | 100 | -0.5
O=C(CCCSc1nc(-c2ccco2)cc(C(F)(F)F)n1)NC1CCCCC1 | 103 | 0.2
O=S1(=O)c2cccc3cccc(c23)N1Cc1ccccc1F | 102 | 0.2
CCC(=O)N1CCc2cc(Br)cc(S(=O)(=O)N3CCCC(C(=O)NCc4ccc(F)cc4)C3)c21 (stereo not given) | 99 | -2
CCOc1ccc(C2C(=O)N(C3CCCCCC3)CC(=O)N2CCC2=CCCCC2)cc1OC (stereo not given) | 101 | -1.5
c1ccc(Oc2ccc(NC3=NCCC3)cc2)cc1 | 103 | 1.3
O=C(NCC(O)CO)c1c(I)c(C(=O)NCC(O)CO)c(I)c(N(CCO)C(=O)CO)c1I (stereo not given) | 104 | 0.5
COc1ccc(-n2nc3ccc(NC(=O)c4ccc(-c5cc(Cl)ccc5Cl)o4)cc3n2)cc1 | 103 | 0.1
O=C(CSc1ncccn1)NC1CCCCCC1 | 103 | 0.5
CC(C)C(=O)Nc1ccc(CN2CCCCC2)cc1 | 101 | 0.3
c1ccc(CNc2nc3ccccc3c3nc(-c4ccccc4)nn23)cc1 | 109 | 1.5
Cc1ccc(Cn2cc(S(=O)(=O)c3cccc(C)c3)c(=O)c3cc(F)c(N4CCOCC4)cc32)cc1 | 109 | 0.3
COc1cccc(NC(C)C(=O)N2CC(C)OC(C)C2)c1 (stereo not given) | 106 | 0.4
COC(=O)c1ccccc1-n1c(N)c(C#N)c(N)c(C#N)c1=S | 101 | -0.3
Cc1ccc(Sc2ncccc2C(=O)N2CCCCC2C(N)=O)cc1 (stereo not given) | 104 | 0.3
COC(=O)Nc1sc(C)cc1C(=O)OC | 99 | -1

The last two entries of the part before open the next one.
SMILES | Polio RdRp inh | Polio RdRp inh FP z-score
Cc1ccc(Sc2ncccc2C(=O)N2CCCCC2C(N)=O)cc1 (stereo not given) | 104 | 0.3
COC(=O)Nc1sc(C)cc1C(=O)OC | 99 | -1
O=C(Cn1cc(C(=O)C2CC2)c2ccccc21)NC1CC1 | 105 | 1.1
Cc1ccc(C(=O)N2CCSC2=S)cc1 | 101 | -0.3
CN1CCC(N(C)S(=O)(=O)c2ccc(N)cc2)CC1 | 106 | 0.4
COc1ccc(NC(=O)Cn2c(=O)oc3cc(Cl)ccc32)c(OC)c1 | 100 | -0.5
Cn1c2ccccc2c2nnc(N3CCN(Cc4ccccc4)CC3)nc21 | 103 | 0.5
CCN(CC)C(=O)c1ccc2c(c1)N(Cc1c(F)cccc1Cl)C(=O)c1ccccc1S2 | 114 | 1.4
O=C(Nc1noc2ccccc12)c1cccc(Cl)c1Cl | 122 | 0.5
C=CCn1c(CNC(=O)c2cccs2)nnc1SCC(=O)Nc1ccc(C(=O)O)cc1 | 99 | -0.3
CCn1cc(CCC(=O)NC(C)c2ccccc2)c2ccccc21 (stereo not given) | 106 | 0.8
O=C(Nc1ccccc1)N(Cc1ccccc1)c1cccc2ccccc12 | 116 | 2
CCc1cccc(NC(=O)CN(C)S(=O)(=O)c2ccc3[nH]c4c(c3c2)CCCC4)c1 | 100 | -1.3
CC(C)Nc1nc(-c2ccccc2)nc(-n2ccnc2)n1 | 99 | -0.6
CCC(C)NC(=O)C1CCCN(c2nc(-c3ccc(OC)cc3)no2)C1 (stereo not given) | 102 | -0.3
CCCn1c(SCC(=O)N2CCCc3ccccc32)nnc1C(C)C | 99 | -1.2
COc1cc2c(cc1OC)C(COc1ccc3c(C)cc(=O)oc3c1)N(C(=O)Cc1ccccc1)CC2 (stereo not given) | 105 | 0
CCCCN1C(=O)/C(=C/N(C(C)=O)c2ccccc2)SC1=S | 101 | -0.3
CC(Sc1nncs1)C(=O)NCc1ccc2c(c1)OCO2 (stereo not given) | 103 | 0.1

Not all compounds are listed; rates above refer to the full screens.
